MITF act = activators of MITF-driven TRPM1 promoter activity in SK-MEL-5 cells; SK-MEL-5 TRPM1-promoter luciferase, 24 h; % of positive control, neutral wells = 0; activation, % at 12.5 µM; hit rate 0.75% among 300,000; AID 588334;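 active means mean activation of at least 80% with every replicate also reaching 80%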;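 further: 0% = neutral control wells and 100% = parthenolide positive control wells; values of inactives mirror those of a sister screen read the other way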
Wnt bcat act = activates Wnt/beta-catenin signaling in a reporter cell assay; activator, plate reader; activation, % at 9.35 µM; hit rate 1.2% among 300,000; AID 743398; in the data active means activation above about 30%, passing the limit was not always enough;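 further: 0% = neutral control wells and 100% = positive control wells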
cardiac RTF act = cardiac RTF calcium sensitization | AID 493008 | IANBD-labeled TnC RTF fluorescence at EC20 calcium; 0% EC20 calcium, 100% full calcium | P19429+P45379 | hit rate 0.24% among 340,000 | activation, % at 7.2 µM;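 active means activation above the mean over all tested compounds plus 3 SD, cut at about 30% in these data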;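 further: rise in fluorescence read as greater calcium sensitivity of cardiac thin filaments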
dFosB act = activators of mouse delta FosB homodimer; P13346; purified delta FosB, TAMRA-CDK5 oligo fluorescence polarization; percent of positive-control signal above neutral wells; activation, % at 25 µM; hit rate 0.99% among 340,000; AID 493131;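 active means mean activation above about 17%, with every replicate also reaching it, limit read from the data, passing the limit was not always enough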;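 further: fluorescence polarization rise as delta FosB binds a TAMRA Cdk5 AP-1 oligo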
Target sequence (P13346 whole entry, looked up): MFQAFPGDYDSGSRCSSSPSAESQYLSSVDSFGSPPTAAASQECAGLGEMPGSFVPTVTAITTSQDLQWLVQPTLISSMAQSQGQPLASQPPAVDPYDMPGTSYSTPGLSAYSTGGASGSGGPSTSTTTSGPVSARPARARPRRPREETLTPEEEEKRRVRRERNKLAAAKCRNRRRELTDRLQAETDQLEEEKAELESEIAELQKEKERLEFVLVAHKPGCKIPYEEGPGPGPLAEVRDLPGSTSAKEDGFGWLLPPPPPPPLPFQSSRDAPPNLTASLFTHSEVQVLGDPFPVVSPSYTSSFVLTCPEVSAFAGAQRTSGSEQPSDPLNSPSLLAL
CDK5 p35 inh = CDK5/p35 (human) kinase inhibition. Q00535+Q15078. Recombinant CDK5/p35, ADP-Glo luminescence, 60 min. inhibition, % at 10 µM. hit rate 0.01% among 330,000;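 active means highest replicate inhibition of at least 50% and at least 75% of replicates reaching 50%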;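 further: plate controls were DMSO neutral control for no effect and GW8510 at 10 µM for full effect; many of its hits are not listed in these tables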
SR-BI DiI-HDL act = activators of SR-BI mediated HDL lipid uptake. CHO ldlA[mSR-BI] cells, DiI-HDL uptake fluorescence, 3 h; 100 = double the neutral-control signal. activation, % at 12.5 µM. hit rate 0.096% among 320,000;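 active means mean replicate activation of at least 60% and every replicate at or above 60%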;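 further: 0% = median plate neutral-control signal and 100% = twice that signal; values of inactives mirror those of a sister screen read the other way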
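system = CHO ldlA[mSR-BI] cells, LDL receptor-null, SR-BI overexpressing | medium = Ham's F12 with 0.5% BSA, HEPES 25 mM, pH 7.4 | probe or stimulus = DiI-HDL 10 µg/mL | compound dosing = single-point compound dose | incubation = compound exposure 3 h, 37 °C | technique = DiI fluorescence, bottom read | read-out = cell-associated DiI fluorescence as measure of HDL uptake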
Rtt109 Vps75 = C. albicans Rtt109 histone acetyltransferase inhibition; Q5AAJ8; purified Rtt109/Vps75, ThioGlo CoA-SH fluorescence, 4 h; inhibition, % at 34.9 µM; hit rate 0.16% among 330,000;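 active means inhibition of at least 50% in every replicate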
HTR5A ag ctr = HTR5A agonism, opioid heterodimer counter-screen; AID 504692; activation, % at 9.3 µM; HTR5A agonist assay, luminescence, cell-based; hit rate 0.61% among 340,000; P47898; in the data active means activation mostly above about 9.5%, no sharp cut-off; inactive means mostly below about 7.6%;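 further: 0% = cells with vehicle only and 100% = reference agonist; strong numbers were not always called active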
Target sequence (P47898 whole entry, looked up): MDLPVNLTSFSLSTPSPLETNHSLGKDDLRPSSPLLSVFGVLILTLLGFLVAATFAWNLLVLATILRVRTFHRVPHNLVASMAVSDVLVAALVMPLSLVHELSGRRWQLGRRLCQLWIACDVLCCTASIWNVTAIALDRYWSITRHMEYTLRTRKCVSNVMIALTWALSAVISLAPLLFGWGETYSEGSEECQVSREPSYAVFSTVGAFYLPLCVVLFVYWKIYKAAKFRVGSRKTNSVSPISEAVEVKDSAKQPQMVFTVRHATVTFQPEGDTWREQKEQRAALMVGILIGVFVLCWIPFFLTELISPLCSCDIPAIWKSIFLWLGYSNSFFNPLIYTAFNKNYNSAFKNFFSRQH
SR-BI HDL uptake = mouse SR-BI HDL lipid transfer inhibition; Q61009; ldlA[mSR-BI] CHO cells, DiI-HDL uptake fluorescence, 3 h; inhibition, % at 12.5 µM; hit rate 0.96% among 320,000;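 active means mean replicate inhibition of at least 70% and a set share of replicates each scoring 70 or more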;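 further: 0% = median of neutral control wells and 100% = median of positive control wells; values of inactives mirror those of a sister screen read the other way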
PvdQ acylase = blocks Pseudomonas aeruginosa PvdQ acylase activity | purified PvdQ acylase, fluorescence plate reader | inhibition, % at 10 µM | hit rate 0.063% among 340,000; in the data active means inhibition above about 30%, passing the limit was not always enough;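 further: 0% = vehicle neutral wells and 100% = reference inhibitor wells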
* hit, by the source's call; x = not tested or not shown.

SMILES	MITF act	Wnt bcat act	cardiac RTF act	dFosB act	CDK5 p35 inh	SR-BI DiI-HDL act	Rtt109 Vps75	HTR5A ag ctr	SR-BI HDL uptake	PvdQ acylase
CCOC(=O)CCn1c(=S)n(CCC(=O)OCC)c2ccccc21	-7	14	-1	-6	2.1	-1	-10	0	1	9
COC(=O)c1ccc(Oc2nc(NC(C)C)nc(SC)n2)cc1	-3	x	6	4	-1.2	-26	11	-1	26	-19
CCN(CC)C(=O)COc1coc(CN2CCN(c3cccc(Cl)c3)CC2)cc1=O	2	0	8	1	1.7	4	5	-4	-4	-16
O=C1CC(c2ccccc2Cl)C2=C(COC2=O)N1 (stereo not given)	-5	x	-1	0	-0.5	-1	10	-2	1	-5
C#CCNC(=O)C1=C[C@H](C2CCCCC2)C[C@H](OCc2ccc(CO)cc2)O1	17	3	1	-6	-1.9	-2	-4	-1	2	-14
COc1c([N+](=O)[O-])c(=O)oc2ccccc12	3	-2	1	8	-0.3	45	1	6	-45	-12
Cc1cc(S(=O)(=O)N2CCCC2)ccc1OCC(=O)Nc1ccc(C(N)=O)cc1	8	-2	-2	-3	0.5	-30	5	-3	30	-14
COc1cccc(NC(=O)Cn2c(=O)n(C)c(=O)c3sc4c(c32)COC(C)(C)C4)c1	3	0	-5	-4	-1.4	14	2	1	-14	-13
CC(=O)c1c(C)oc(C)c1CSCc1ccc(C(=O)O)o1	-1	2	5	2	-1.6	-12	0	1	12	11
CCC(C)(C)NC(=O)C(c1cccnc1)N(CCOC)C(=O)Cn1nnc2ccccc21 (stereo not given)	5	x	4	-6	-0.3	11	-3	0	-11	-10
O=C(Nc1ccccc1)C1=C[C@@H](C2CCCCC2)C[C@@H](OCCCCO)O1	-5	-2	5	3	-8.8	-4	5	-2	4	-2
Cc1ccc(Cl)cc1N1CCN(c2cccc[n+]2C)CC1	-15	11	7	-2	-7.6	12	-3	0	-12	-8
CCOc1ccc2nc(NCCCNS(=O)(=O)c3ccc(C)cc3)c(C#N)cc2c1	-7	-2	7	4	-3.1	-68	12	4	68	-15
CN(C(=O)COC(=O)c1ccc2ccccc2n1)C1CCS(=O)(=O)C1 (stereo not given)	5	x	0	-3	-1.2	10	-6	-4	-10	-12
CC(NC(=O)CCc1nnc(Cc2cccc(C(F)(F)F)c2)o1)C1CC1 (stereo not given)	55	22	4	0	0.2	-6	-1	-2	6	-6
Cc1no[n+]([O-])c1COc1cccc(/C=N/Nc2nncn2N)c1	-8	3	-2	7	-0.1	-25	5	3	25	2
Cc1ncsc1CCOC(=O)c1ccc(N2CCOCC2)c([N+](=O)[O-])c1	16	4	1	3	-0.3	7	0	4	-7	-4
O=C(O)C1CC=CCC1C(=O)NCc1ccc(Cl)c(Cl)c1 (stereo not given)	x	-1	0	3	-2.4	10	6	3	-10	-4
O=C(c1cn(-c2ccccc2)nc1-c1ccc(Br)cc1)N1CCOCC1	-8	4	18	-9	-10.0	-30	6	3	30	-19
Cc1ccc(NC(=O)c2cnn(-c3ccccc3)c2NC(=O)c2ccco2)cc1C	20	10	-1	-4	0.6	-24	5	-2	24	1
O=C(COC(=O)C1CCN(S(=O)(=O)c2c(Cl)cccc2Cl)CC1)NCc1ccco1	-10	-1	4	-8	-0.9	9	2	4	-9	-10
COc1ccc(/C=C/c2noc(-c3ccccc3O)n2)cc1	98*	x	-10	4	1.0	18	-3	9	-18	-9
CNC(=S)NNc1nc(N2CCOCC2)nc(N2CCOCC2)n1	7	0	-1	0	0.1	15	-7	0	-15	8
C=CCNCCCCOc1ccc(Br)cc1C	-9	-10	-3	-2	1.3	23	2	2	-23	-14
CC(C)(C)[C@H]1COC(=O)CC/C=C\C[C@@H](CC(=O)N(CCO)Cc2ccccc2)C(=O)N1	17	-2	3	0	0.1	9	0	3	-9	-5

Two of these compounds in a different format.
Values run as follows: MITF act | Wnt bcat act | cardiac RTF act | dFosB act | CDK5 p35 inh | SR-BI DiI-HDL act | Rtt109 Vps75 | HTR5A ag ctr | SR-BI HDL uptake | PvdQ acylase
> COC(=O)c1ccc(Oc2nc(NC(C)C)nc(SC)n2)cc1
→ -3 | x | 6 | 4 | -1.2 | -26 | 11 | -1 | 26 | -19
> CCN(CC)C(=O)COc1coc(CN2CCN(c3cccc(Cl)c3)CC2)cc1=O
→ 2 | 0 | 8 | 1 | 1.7 | 4 | 5 | -4 | -4 | -16

Back to the main list with the two entries that preceded the break.
SMILES	MITF act	Wnt bcat act	cardiac RTF act	dFosB act	CDK5 p35 inh	SR-BI DiI-HDL act	Rtt109 Vps75	HTR5A ag ctr	SR-BI HDL uptake	PvdQ acylase
C=CCNCCCCOc1ccc(Br)cc1C	-9	-10	-3	-2	1.3	23	2	2	-23	-14
CC(C)(C)[C@H]1COC(=O)CC/C=C\C[C@@H](CC(=O)N(CCO)Cc2ccccc2)C(=O)N1	17	-2	3	0	0.1	9	0	3	-9	-5
COc1cc(OC)nc(NC(=O)C(C)C)n1	1	-4	-9	3	-0.4	35	-2	0	-35	-2
O=C(CSc1ncnc2c1cnn2-c1ccccc1Cl)N1CCN(C(=O)c2ccco2)CC1	-8	-1	1	0	0.2	-27	-24	4	27	-17
CC(C)N(C(=O)Cn1c(SCC(=O)NC2CC2)nc2ccccc21)C(C)C	x	-2	-2	-4	0.0	x	-4	x	x	-10
COc1ccccc1C1CCN(C(=O)c2cccc([N+](=O)[O-])c2)CC1	-6	-2	9	-13	-0.2	59	7	-6	-59	-9
O=C(CC1CCCC1)Nc1nnc(C2CC2)s1	0	2	2	0	1.0	13	-4	1	-13	-12
CC(=O)c1ccc(N2CCN(C3CCC(C(C)(C)C)CC3)CC2)cc1 (stereo not given)	x	-2	-5	-1	-1.2	9	-3	-1	-9	-6
Cc1cccc(NC(=S)NC23CN4CN(CN(C4)C2)C3)c1	-5	0	0	3	0.0	8	19	-4	-8	-11
COc1ccccc1NC(=O)c1coc(=O)c(Br)c1	x	10	x	2	1.2	15	-11	x	-15	-1
Cc1cc(C)cc(N(CC(=O)NCc2ccco2)S(=O)(=O)c2c(C)noc2C)c1	0	-1	-1	-7	-0.2	1	-3	1	-1	-7
Cc1c(NC(=O)C(C)OC(=O)c2ncc(Cl)c(Cl)c2Cl)c(=O)n(-c2ccccc2)n1C (stereo not given)	-20	0	5	12	-0.7	13	x	-1	-13	-11
CN(Cc1cccc(F)c1)C(=O)c1ccc(S(=O)(=O)N2CCCCCC2)cc1	-10	-3	-7	-6	2.3	-18	x	5	18	2
O=C(NCCc1cnc[nH]1)Nc1cccc(C(F)(F)F)c1	3	-1	4	-6	2.9	9	15	17*	-9	12
Cn1c(C2CCCCC2)nc2c1c(=O)[nH]c(=O)n2Cc1ccccc1	-2	-1	-3	-3	-5.9	14	0	5	-14	-15
C[C@]12c3[nH]c4cc(-c5ccco5)ccc4c3CCN1C(=O)[C@@H](CC(=O)NCCN1CCOCC1)C[C@@H]2C(=O)N1CCCCC1	10	0	4	-11	1.1	-9	6	4	9	-10
Cc1cc(C)c2cc(C#N)c(NCCOC(=O)c3ccccc3C)nc2c1	1	x	2	-9	-1.2	-8	x	-1	8	-4
CN(CC(=O)Nc1ccc(Cl)c(C(F)(F)F)c1)C(=O)C1CCCO1 (stereo not given)	11	-1	-4	-4	0.0	0	11	7	0	1
N#C/C(=N\Nc1ccc(S(=O)(=O)N2CCCCC2)cc1)C(N)=S	15	1	1	0	-1.6	-2	-4	-6	2	-1
Cc1cc(C(=O)Nc2c(C)nn(Cc3ccccc3)c2C)on1	x	0	2	6	-1.2	19	-9	6	-18	-14
CCC1Oc2ccc(C)cc2N(CC(=O)NCC2COc3ccccc3O2)C1=O (stereo not given)	7	-1	7	-19	-0.9	15	-1	8	-15	-22
Cc1c(Cl)cccc1NC(=S)NCCc1ccccn1	7	-2	-5	-10	-2.3	-11	3	-2	11	-12
COc1cc(/C=N/NC(=S)Nc2cccc(Cl)c2C)ccc1OCC(=O)N1CC(C)OC(C)C1 (stereo not given)	-30	-7	-20	-7	-0.8	-20	18	3	20	-2
COc1ccccc1N1CCN(C(=O)NCc2cccc(C(F)(F)F)c2)CC1	-10	-1	-5	-10	-1.0	x	3	-3	x	-9
CC(/C=C/c1ccccc1)=N\NC(=O)Cn1nc(C)cc1C	6	-2	-1	-4	0.0	12	11	-3	-12	1
C=CCOC(=O)C1=C(C)OC(N)=C(C#N)C1c1ccc(OC)c(CSc2ccccn2)c1 (stereo not given)	4	-6	-3	-8	-0.1	19	-6	0	-19	-7
O=c1[nH]n(Cc2ccccc2)c2ccccc12	x	-1	-2	5	-0.5	15	3	0	-15	4
COc1cccc(CNC(=O)C2=Cc3cccc(OC)c3OC2)c1	-2	-2	7	-1	0.2	x	-4	-2	x	-19
Cc1ccc(S(=O)(=O)N(C)C)cc1NC(=O)C1CCN(C(=O)Nc2ccccc2)CC1	-7	-2	4	1	-0.5	-4	-3	0	4	1

Four neighbouring compounds already listed, for reference:
SMILES	MITF act	Wnt bcat act	cardiac RTF act	dFosB act	CDK5 p35 inh	SR-BI DiI-HDL act	Rtt109 Vps75	HTR5A ag ctr	SR-BI HDL uptake	PvdQ acylase
C=CCOC(=O)C1=C(C)OC(N)=C(C#N)C1c1ccc(OC)c(CSc2ccccn2)c1 (stereo not given)	4	-6	-3	-8	-0.1	19	-6	0	-19	-7
O=c1[nH]n(Cc2ccccc2)c2ccccc12	x	-1	-2	5	-0.5	15	3	0	-15	4
COc1cccc(CNC(=O)C2=Cc3cccc(OC)c3OC2)c1	-2	-2	7	-1	0.2	x	-4	-2	x	-19
Cc1ccc(S(=O)(=O)N(C)C)cc1NC(=O)C1CCN(C(=O)Nc2ccccc2)CC1	-7	-2	4	1	-0.5	-4	-3	0	4	1

Hits appear at their usual frequency, and some 4.4% of all compounds hit somewhere here.
